CR mimetic SO – lowers age-related superoxide in aged yeast cells | superoxide response (% of plate mean), % at 10 µM | actives 0.18% (n = 330,000) | S. cerevisiae aged cells, superoxide DHE fluorescence; stronger effect = lower value;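 active = superoxide response under a set limit, about three screen SD below normal, cut at about 65% in these data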;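 note: yeast aged for seven days with compound at 30 °C before DHE staining; 100% = average MFI of all compound-treated wells on the plate with controls excluded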
AHR act – activators of human aryl hydrocarbon receptor | P35869 | AID 2796 | actives 2.5% (n = 320,000) | AHR-responsive luciferase reporter cells, luminescence | activation, % at 5 µM; in the data active = activation above about 47%;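 note: 0% = vehicle wells and 100% = reference agonist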
Target sequence (P35869 whole entry, looked up): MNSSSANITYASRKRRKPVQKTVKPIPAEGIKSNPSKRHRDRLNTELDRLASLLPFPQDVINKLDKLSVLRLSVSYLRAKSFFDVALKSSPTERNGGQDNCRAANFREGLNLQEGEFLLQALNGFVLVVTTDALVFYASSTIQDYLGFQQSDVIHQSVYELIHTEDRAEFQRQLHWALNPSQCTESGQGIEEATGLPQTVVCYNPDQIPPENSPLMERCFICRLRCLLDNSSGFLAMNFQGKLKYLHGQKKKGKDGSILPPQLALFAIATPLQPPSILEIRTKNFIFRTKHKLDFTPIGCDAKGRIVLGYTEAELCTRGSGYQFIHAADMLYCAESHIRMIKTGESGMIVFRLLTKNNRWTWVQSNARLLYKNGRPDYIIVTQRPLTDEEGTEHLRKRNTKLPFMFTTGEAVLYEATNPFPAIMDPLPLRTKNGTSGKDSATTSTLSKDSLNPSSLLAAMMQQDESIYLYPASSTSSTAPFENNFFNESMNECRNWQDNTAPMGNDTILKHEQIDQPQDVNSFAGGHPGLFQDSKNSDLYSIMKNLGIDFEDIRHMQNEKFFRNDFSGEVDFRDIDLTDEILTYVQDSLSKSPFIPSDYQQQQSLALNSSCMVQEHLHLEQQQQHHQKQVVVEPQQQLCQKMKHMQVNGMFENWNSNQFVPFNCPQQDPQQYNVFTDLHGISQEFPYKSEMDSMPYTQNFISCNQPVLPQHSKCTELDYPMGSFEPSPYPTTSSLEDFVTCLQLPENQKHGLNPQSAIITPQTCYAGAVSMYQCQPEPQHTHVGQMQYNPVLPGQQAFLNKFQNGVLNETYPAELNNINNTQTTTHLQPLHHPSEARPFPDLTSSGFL
RPL19A-GFP yeast – alters RPL19A-GFP fluorescence in TOR pathway yeast screen; S. cerevisiae RPL19A-GFP strain, flow cytometry, 3 h; stronger effect = lower value; percent response vs DMSO, % at 10 µM; actives 0.3% (n = 330,000);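 active = percent response vs DMSO below 50%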;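 note: median channel GFP fluorescence of the barcoded RPL19A-GFP strain; ratio of sample median GFP to plate DMSO average so 100% = DMSO; lower means less RPL19A-GFP as with rapamycin TOR inhibition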
Efflux pump mplx – blocks antifungal efflux pumps in multiplex yeast assay; S. cerevisiae Candida pump triplex, Nile Red efflux; inhibition, % at 10 µM; actives 0.44% (n = 330,000); AID 485275;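 active = plate passing quality check with inhibition over a set limit, or well fluorescence over plate mean plus 4 SD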;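 note: Nile Red retained in pooled yeast measured as flow cytometry median fluorescence; 0% = buffer negative control and 100% = Enniatin B positive control; higher means more Nile Red kept so more efflux inhibition; some compounds called inactive have numbers as strong as hits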
MEP2-GFP yeast – modulators of TOR pathway MEP2-GFP in S. cerevisiae; S. cerevisiae MEP2-GFP strain, flow cytometry GFP, 3 h; 100% = DMSO control level; GFP response vs DMSO, % at 10 µM; actives 0.51% (n = 330,000);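 active = GFP response versus DMSO above a set limit, roughly screen mean plus 3 SD, cut at about 180% in these data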;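 note: median GFP fluorescence of the barcode-gated MEP2-GFP cells per well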
CIT2-GFP yeast – modulators of TOR pathway CIT2-GFP in S. cerevisiae | actives 0.065% (n = 320,000) | S. cerevisiae CIT2-GFP strain, flow cytometry, 3 h; 100 means same as DMSO wells | AID 2029 | GFP response vs DMSO, % at 10 µM;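 active = GFP response relative to DMSO above a set limit, near the screen mean plus 3 SD, cut at about 150% in these data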;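 note: ratio of well median GFP fluorescence to mean of DMSO wells on the plate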
AGP1-GFP MLPCN – yeast TOR pathway AGP1-GFP modulation; S. cerevisiae AGP1-GFP multiplex flow cytometry, 3 h; GFP as percent of DMSO wells; actives 0.02% (n = 320,000); GFP response vs DMSO, % at 10 µM;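 active = GFP response relative to DMSO above a set limit, near screen average plus 3 SD, cut at about 150% in these data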;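 note: median GFP channel fluorescence of the gated AGP1 strain per well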
LAP4 TOR yeast – modulators of TOR pathway LAP4-GFP in S. cerevisiae; GFP response vs DMSO, % at 10 µM; actives 0.34% (n = 320,000); S. cerevisiae LAP4-GFP multiplex, flow cytometry GFP, 3 h; median GFP as percent of DMSO wells;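 active = GFP response vs DMSO above a set limit, about the screen mean plus 3 SD, cut at about 150% in these data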
* hit, by the source's call; . = not tested or not shown.

SMILES	CR mimetic SO	AHR act	RPL19A-GFP yeast	Efflux pump mplx	MEP2-GFP yeast	CIT2-GFP yeast	AGP1-GFP MLPCN	LAP4 TOR yeast
CC1(C)COC(c2cccc(C3=NC(C)(C)CO3)n2)=N1	89	1	102	0.0	103	101	100	99
COC(=O)c1cc(OC)c(OC)cc1NC(=S)N1CCCC(CO)C1 (stereo not drawn)	86	5	94	0.0	102	98	98	91
O=C(Oc1cccc2cccnc12)c1cccc(N2C(=O)C3C4CCC(C4)C3C2=O)c1 (stereo not drawn)	97	12	111	-0.1	105	110	107	100
O=C(Nc1c(Cl)cccc1Cl)C1CCN(C(=O)c2cccs2)CC1	103	-4	104	0.1	106	101	106	96
Cc1nc(N)sc1-c1csc(Nc2ccc(S(N)(=O)=O)cc2)n1	98	.	105	0.1	111	95	98	99
COc1cc2cc(CN(Cc3nnnn3Cc3ccco3)C3CCCCC3)c(=O)[nH]c2cc1OC	98	0	94	-0.1	93	100	97	93
O=C(O)C1=C[C@@H](C2CCCCC2)C[C@@H](OCc2ccc(CO)cc2)O1	107	-5	92	0.1	86	106	84	118
COCCN(C(=O)COC(=O)c1ccc(Cl)nc1)c1c(N)n(Cc2ccccc2)c(=O)[nH]c1=O	103	3	100	0.0	96	100	105	109
COc1ccc(Cc2n[nH]c(=S)n2NC(=O)Nc2ccc(C)cc2)cc1	98	7	93	-0.1	95	95	98	88
CC(=O)c1ccc(-n2ccc(=O)cc2)cc1	90	3	102	1.3	99	99	104	99
Cc1ccc(-c2ccc(C(=O)NCCCNC(=O)c3cnccn3)o2)cc1Cl	102	5	102	0.1	105	95	97	99
O=C(O)c1c(Cl)c(Cl)c(Cl)c(Cl)c1C(=O)N1CCOCC1	103	2	87	0.0	92	90	87	87
O=C(CCCc1ccccc1)Nc1ccccc1C(F)(F)F	91	-1	101	0.3	105	91	97	98
O=C(CN1CCN(Cc2ccc(Cl)cc2)CC1)N/N=C/c1ccncc1	92	3	91	-0.1	101	95	93	92
Cc1ccc(C(=O)NC(C)c2ccccc2)cc1Br (stereo not drawn)	96	3	101	0.1	105	83	91	92
CCS(=O)(=O)N1CCN(c2cc3c(cc2[N+](=O)[O-])n(C)c(=O)n3C)CC1	90	-1	96	-0.1	93	99	103	103
CCN(c1ccc(OC)cc1)S(=O)(=O)c1nnc(NC(=O)c2ccco2)s1	100	2	101	-0.1	99	101	97	88
O=C(Nc1ccccc1F)c1ccc(C(=O)c2ccccc2)cc1	88	4	94	0.1	106	95	89	108
COc1cc(CNn2nnnc2N)cc(Br)c1OCC(=O)NC(C)(C)C	93	0	99	0.0	112	100	101	100
COc1cc(NC(=S)Nc2ccccn2)cc(OC)c1	95	74*	102	0.1	93	98	94	93
COc1ccc(NC(=O)Oc2ccccc2)cc1Cl	97	4	99	0.0	111	96	90	109
COc1ccc(-n2c(=S)[nH]c3cc(C(=O)NCCCN4CCCC4=O)ccc3c2=O)c(OC)c1	82	0	100	-0.1	99	97	100	100
O=C(Nc1ccccc1Cc1ccccc1)c1ccccc1NS(=O)(=O)c1ccc(Cl)s1	100	-1	105	-0.2	141	114	105	100
O=C(CSc1nc2c(c(=O)n1-c1ccc(Br)cc1)SCC2)NCc1ccco1	87	-4	100	0.0	103	102	103	104
O=c1c2c(n3cnnc3n1C1CCCCC1)-c1ccccc1CC21CCCCC1	94	0	107	0.1	106	106	106	102
N/C(=N\OC(=O)c1ccc2c(c1)OCO2)c1ccc(Cl)cc1	106	6	97	-0.1	103	116	68	136
Cc1cc(C)nc(/N=C(\N)Nc2cccc(OCc3ccccc3)c2)n1	83	30	95	0.0	98	100	105	107
CC(=O)N1CCN(S(=O)(=O)c2ccc3c(c2)CC(=O)N3)CC1	89	-1	95	-0.2	96	101	98	96
Cc1cccc(C)c1NC(=S)N(CCN1CCCCCC1)Cc1ccco1	98	3	101	-0.1	113	102	107	112
COc1cccc(NC(=O)N2CCCC2C(=O)NC2CCCCC2)c1 (stereo not drawn)	94	-1	94	0.1	97	94	98	89
COc1ccc(C#Cc2c(C=O)n(C)c3ccccc23)cc1	103	73*	100	0.0	88	96	96	90
CN1C(=O)C(CC(=O)NC2CCCCC2)SC1=Nc1ccccc1 (stereo not drawn)	114	-1	110	0.1	111	97	103	92
CCN(CC)S(=O)(=O)c1cccc(NC(=O)C(=O)c2c(-c3ccccc3)cc3ccccn23)c1	107	-4	103	0.1	101	91	106	102
O=C(COC(=O)c1ccccc1)NCc1cccs1	100	-2	104	-0.1	114	105	101	99
Cc1ccc(S(=O)(=O)ON=C2CCN(S(=O)(=O)c3ccccc3)CC2)cc1	99	-1	102	0.0	108	106	104	109
COc1ccc(-n2c(=O)c3c4c(sc3n(CC(=O)Nc3cc(C)[nH]n3)c2=O)CCC4)c(OC)c1	95	-1	102	-0.3	106	106	102	105
Cc1occc1C(=O)NNC(=S)Nc1ccccc1C(F)(F)F	110	8	107	-0.3	113	109	106	99
COc1ccccc1CNC(=O)c1ccc(CNc2c(N3CCCC3)c(=O)c2=O)cc1	95	1	97	-0.1	101	103	99	100
Cc1ccc(C)c(S(=O)(=O)N2CCN(C(=O)CNC(=O)c3ccc4ccccc4c3)CC2)c1	84	-1	93	0.2	100	92	103	105
CCCCc1c(O)c2ccccc2n(CCCC)c1=O	109	-1	104	-0.1	104	102	101	98
Cc1ccccc1CN1CCC(CNC(=O)Nc2ccc(F)cc2F)CC1	88	-1	107	-0.1	110	105	99	95
COc1ccc(Oc2nnc(-c3ccccc3)cc2C#N)cc1	92	11	102	0.0	103	111	107	100
Cc1ccc(S(=O)(=O)c2c(N)n(CC3CCOC3)c3nc4ccccc4nc23)cc1 (stereo not drawn)	89	3	99	-0.3	107	105	105	102
CC(C)(C)c1nc2scc(-c3ccc(Cl)cc3)c2c(=O)o1	116	2	95	0.1	87	97	.	84
COc1ccccc1CNC(=O)COn1nnc2ccc(S(=O)(=O)N3CCOCC3)cc21	81	-1	90	-0.1	123	102	94	109
O=C(Cc1ccccc1)NNC(=O)C1CCN(c2ncccn2)CC1	99	1	102	-0.1	105	100	96	95
CCOc1ccc(S(=O)(=O)N2CCC(C(=O)OCc3ccc(OC)cc3)CC2)cc1	118	-4	97	0.0	102	88	100	103
CN1CCN(S(=O)(=O)c2cccc(C(=O)Oc3ccc(C(C)(C)C)cc3)c2)CC1	105	-2	103	0.2	98	107	102	107
COc1ccc(N2CCN(C(C)C(=O)N3CCc4ccccc43)CC2)cc1 (stereo not drawn)	110	9	112	0.2	111	96	103	95
CCCN(CCC)CCNC(=O)C1(O)c2ccccc2NC(=O)N1c1cccc(OC)c1 (stereo not drawn)	84	3	99	-0.1	107	101	101	101
Cc1nn(CC(N)=O)c(=O)c2ccccc12	101	2	90	0.0	98	96	95	94
CSc1ncc(Cl)c(C(=O)Nc2cccnc2)n1	114	31	102	0.1	106	103	92	101
Cc1cc(C(=O)O)c(=O)[nH]c1C	103	7	100	0.1	103	101	102	107
O=C(Nc1ccncc1)c1sc2ccccc2c1Cl	89	0	95	0.0	99	103	104	107
O=C(N=c1ccn(-c2nc3ccccc3nc2NS(=O)(=O)c2ccccc2)cc1)c1ccccc1Cl	109	0	93	0.1	110	102	94	89
CCCN(C(=O)C1CC(=O)N(c2ccccc2C(C)CC)C1)C1CCS(=O)(=O)C1 (stereo not drawn)	87	0	102	0.1	97	90	104	97
Cc1noc(COc2ccccc2OCc2onc(C)c2Cl)c1Cl	90	-1	103	0.0	105	100	108	130
Cc1[nH]c(-c2ccccn2)nc(=S)c1Cl	90	-2	94	-0.1	93	86	85	267*
COc1ccc2[nH]c3c(=O)n(CCc4ccccc4)cnc3c2c1	85	7	100	0.0	106	97	97	105
Cc1cc(CN(C)C(=O)c2cc(COc3ccc(C)c(C)c3)on2)on1	100	14	113	0.0	113	102	104	100
More records follow:
SMILES	CR mimetic SO	AHR act	RPL19A-GFP yeast	Efflux pump mplx	MEP2-GFP yeast	CIT2-GFP yeast	AGP1-GFP MLPCN	LAP4 TOR yeast
COc1cccc(/C=C2\NC(=O)NC2=O)c1O	113	2	103	0.0	108	108	104	92
COc1ccc(N(CC(=O)NCCc2ccc(Cl)cc2)S(=O)(=O)c2c(C)[nH]c(=O)[nH]c2=O)cc1	116	1	100	-0.1	100	98	106	100
CCn1c(O)c(N=NC(=O)Cn2ccc(C(F)(F)F)n2)c2ccccc21	95	3	98	2.7	100	92	93	88
CC(C)N1CC2=C(C1=O)C(c1ccc(O)cc1)NC(=O)N2C (stereo not drawn)	103	0	97	0.0	99	96	101	104
OCC1=C[C@@H](O)[C@@H]2C=CO[C@@H](O[C@@H]3O[C@H](CO)[C@@H](O)[C@H](O)[C@H]3O)[C@H]12	116	2	91	0.2	87	93	90	90
CCCOc1ccc(C(=O)C(c2ccccc2)N2CCOCC2)cc1 (stereo not drawn)	97	1	100	0.1	110	104	99	111
Cc1nc2c3ccccc3nc(NNC(=O)CCC(=O)N3CCC(C)CC3)n2n1	114	-2	101	0.0	100	101	102	99
COc1ccc(CCNC(=O)c2ccccc2OCc2ccccc2)cc1	126	-1	93	-0.1	100	88	89	90
COC(=O)c1sccc1NC(=O)CC1C(=O)NCCN1C(=O)c1c(F)cccc1Cl (stereo not drawn)	92	-2	90	-0.2	95	100	103	104
Cc1ccnn1-c1ccc(C(=O)NCC(c2ccco2)N2CCCC2)cc1 (stereo not drawn)	91	0	96	-0.4	97	99	102	105
CC(C)NCC(O)COc1ccc(CCOCC2CC2)cc1 (stereo not drawn)	93	-1	99	0.0	98	96	101	119
CCOc1ccccc1NC(=S)N1CCN(c2ccc(OC)cc2)CC1	94	-2	100	-0.1	112	96	100	103
CC(=O)Nc1cccc(NC(=O)c2c(-c3ccccc3Cl)noc2C)c1	98	4	111	0.0	93	65	71	88
C=CCN1N=C(/C=C/c2ccccc2)CCC1=O	89	1	96	-0.1	112	102	100	106
CCOC(=O)c1ccc(NC(=O)Cn2cnc(S(=O)(=O)N3CCCC3)c2)cc1	95	-1	105	-0.2	105	115	101	91

Reformatted: 2 of the compounds above
SMILES,CR mimetic SO,AHR act,RPL19A-GFP yeast,Efflux pump mplx,MEP2-GFP yeast,CIT2-GFP yeast,AGP1-GFP MLPCN,LAP4 TOR yeast
CCn1c(O)c(N=NC(=O)Cn2ccc(C(F)(F)F)n2)c2ccccc21,95,3,98,2.7,100,92,93,88
CC(=O)Nc1cccc(NC(=O)c2c(-c3ccccc3Cl)noc2C)c1,98,4,111,0.0,93,65,71,88

The list continues:
SMILES	CR mimetic SO	AHR act	RPL19A-GFP yeast	Efflux pump mplx	MEP2-GFP yeast	CIT2-GFP yeast	AGP1-GFP MLPCN	LAP4 TOR yeast
COc1ccc(OC2CCN(S(=O)(=O)c3ccc(OC)c(OC)c3)CC2)cc1	86	1	104	0.1	118	103	104	104
Cc1c(NC(=O)c2cc(-n3cnnc3)ccc2Cl)cccc1-c1nc2ccccc2s1	89	5	98	0.1	105	102	103	100
COCCCNC(=O)CSc1c2c(nc3ccc(Cl)cc13)CCCC2	95	3	100	-0.1	99	106	103	94
COc1ccccc1-c1cc(-c2ccc(O)cc2)nc(N)c1C#N	100	62*	99	1.1	98	95	93	100
O=C(NCCF)[C@H]1C[C@@H]1[C@H](NP(=O)(c1ccccc1)c1ccccc1)c1ccccc1	102	2	97	0.1	96	79	87	106
CN(C)S(=O)(=O)N1CCN(CC(=O)Nc2ccc(Br)cc2)CC1	99	0	104	0.1	105	95	96	92
O=C(CCSc1ccc(Cl)cc1)N1CCN(S(=O)(=O)c2ccccc2)CC1	91	-1	92	0.0	93	89	90	90

Individual results from the list.
Entry of O=C(CCSc1ccc(Cl)cc1)N1CCN(S(=O)(=O)c2ccccc2)CC1 under AGP1-GFP MLPCN: 90
Entry of COc1ccccc1-c1cc(-c2ccc(O)cc2)nc(N)c1C#N under RPL19A-GFP yeast: 99
Entry of Cc1c(NC(=O)c2cc(-n3cnnc3)ccc2Cl)cccc1-c1nc2ccccc2s1 under MEP2-GFP yeast: 105
Entry of COc1ccc(OC2CCN(S(=O)(=O)c3ccc(OC)c(OC)c3)CC2)cc1 under CIT2-GFP yeast: 103
